TDP2 inh – human TDP2 enzyme inhibitors, primary screen, biochemical, epi absorbance, recombinant enzyme; AID 720702, 2013; T5PNP hydrolysis, p-nitrophenol absorbance 415 nm; 0.34% of 370,000 active; inhibition, % at 12.8 µM; Tyrosyl-DNA phosphodiesterase 2 (Homo sapiens), O95551;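 active = inhibition above the mean of all tested compounds plus 3 SD, set per campaign, cut at about 25% in these data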;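 also: 0% = DMSO with enzyme and 100% = buffer with substrate but no TDP2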
Target sequence (O95551 whole entry, looked up): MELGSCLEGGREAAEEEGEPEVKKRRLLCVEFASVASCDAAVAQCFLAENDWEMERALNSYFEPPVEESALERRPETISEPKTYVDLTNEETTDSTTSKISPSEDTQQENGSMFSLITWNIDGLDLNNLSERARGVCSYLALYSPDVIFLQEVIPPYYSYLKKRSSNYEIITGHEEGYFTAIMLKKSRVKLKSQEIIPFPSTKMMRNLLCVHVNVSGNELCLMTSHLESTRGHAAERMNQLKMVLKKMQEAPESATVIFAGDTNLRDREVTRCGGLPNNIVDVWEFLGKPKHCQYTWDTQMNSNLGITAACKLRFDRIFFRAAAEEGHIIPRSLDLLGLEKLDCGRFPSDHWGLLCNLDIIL
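Test system: Human TDP2 enzyme | Reagent: 5 mM T5PNP | Compound dosing: 12.8 µM single point, 1% DMSO | Incubation: Enzyme reaction with compound for 2 h at 37 °C | Technique: p-Nitrophenol epi absorbance | Read-out: % inhibition relative to enzyme-containing and enzyme-free wells | Benchmarks: High control without enzyme, low control DMSO plus TDP2 | Replicates: Singlicate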
Tn7 DDE FP – inhibitors of Tn7 peptide binding to fibrin DD(E), primary screen, biochemical, fluorescence polarization, human fibrin, Tn7 probe; Fibrinogen beta chain (Homo sapiens), P02675; FP displacement of FITC-Tn7 peptide from fibrin DD(E); 0% = median of compound wells per plate; inhibition, % at 8.3 µM; 0.13% of 370,000 active;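 active = inhibition above the mean of compounds falling within the control limits plus 3 SD of them, cut at about 14% in these data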;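 also: 0% = plate median of compound wells and 100% = 10 µM Aha-Tn7 peptide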
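Assay system: Fibrin-DD(E) protein isolated from polymerized human fibrin clots; read-out basis: percent inhibition; medium: Tris/NaCl/CaCl2 buffer, pH 7.8; signal: FP measurement; incubation: 10 min plus 3 h, room temperature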
ADAM10 inh – human ADAM10 inhibitors, primary screen, biochemical, QFRET, HTS; 0.62% of 370,000 active; recombinant ADAM10, EDANS/DABCYL FRET peptide cleavage, 3 h; inhibition, % at 7 µM; Disintegrin and metalloproteinase domain-containing protein 10 (Homo sapiens), O14672;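 active = inhibition above a per-campaign cutoff equal to the mean of compounds falling between control-based bounds plus 3 SD, cut at about 20% in these data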;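 also: 0% = DMSO wells while the 100% control is not disclosed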
Tn6 DDE FP – inhibitors of Tn6 peptide binding to fibrin DD(E), primary screen, biochemical, fluorescence polarization, human fibrin, Tn6 probe; inhibition, % at 8.3 µM; AID 720509, 2013; Fibrinogen beta chain (Homo sapiens), P02675; 0.21% of 370,000 active; Fibrin DD(E) TRITC-Tn6 fluorescence polarization displacement;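 active = inhibition above a per-campaign cutoff: mean of compounds within control limits plus 3 SD, cut at about 15% in these data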;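 also: 0% = median of all compound wells on the plate and 100% = blocking peptide control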
LEDGF integ inh – blockers of LEDGF/p75-dependent integrase strand transfer – biochemical, TR-FRET, high throughput, primary screen | TR-FRET IN-LEDGF/p75 DNA integration, Eu/Cy5 | 0.64% of 370,000 active | AID 743269, 2014 | inhibition, % at 3.7 µM;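 active = inhibition above the screen-wide mean plus 3 SD, cut at about 13% in these data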;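 also: signal is the Cy5 over europium emission ratio at 671 and 618 nm; 0% = plate median of compound wells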
ARFGAP1 inhibitor – inhibitors of rat ARFGAP1 GAP activity, primary screen, biochemical, fluorescence polarization, GDP tracer; inhibition, % at 16.5 µM; 0.26% of 360,000 active; Arfgap1-stimulated ARF1 GTP hydrolysis, GDP FP detection; ADP-ribosylation factor GTPase-activating protein 1 (Rattus norvegicus), Q62848;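 active = inhibition above a per-plate limit, mean inhibition of low control wells plus 3 SD, cut at about 25% in these data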;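 also: 0% = DMSO wells with enzyme and 100% = wells lacking Arfgap1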
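Replicates: Single well per compound | Assay system: Truncated rat Arfgap1 GAP domain | Control set: No-Arfgap1 wells (100%) versus DMSO full-reaction wells (0%) | Times: Enzyme reaction 120 min at 25 °C after 20 min preincubation | Reagent: Human ARF1(Δ1-17)-GTP substrate | Measured by: Tracer-displacement fluorescence polarization with EDTA stop, 620/688 nm | Measure: Percent inhibition of Arfgap1-stimulated GTP hydrolysis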
ASAP1 inh – inhibitors of human ASAP1 ArfGAP activity, primary screen, biochemical, fluorescence polarization. inhibition, % at 16.5 µM. ASAP1-stimulated ARF1 GTP hydrolysis, GDP FP detection. 0.19% of 360,000 active; in the data active = inhibition above about 25%;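 also: 0% = vehicle with enzyme and substrate and 100% = no enzyme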
ADAM17 inh – ADAM17 inhibitors, primary screen, biochemical, QFRET; Disintegrin and metalloproteinase domain-containing protein 17 (Homo sapiens), P78536; recombinant ADAM17, EDANS/DABCYL FRET peptide cleavage; inhibition, % at 6.95 µM; 0.83% of 370,000 active;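 active = inhibition above the mean of compounds lying between control limits plus 3 SD, set per campaign, cut at about 8.5% in these data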;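 also: 0% = DMSO-only wells as the low control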
Target sequence (P78536 215-824 limits assumed): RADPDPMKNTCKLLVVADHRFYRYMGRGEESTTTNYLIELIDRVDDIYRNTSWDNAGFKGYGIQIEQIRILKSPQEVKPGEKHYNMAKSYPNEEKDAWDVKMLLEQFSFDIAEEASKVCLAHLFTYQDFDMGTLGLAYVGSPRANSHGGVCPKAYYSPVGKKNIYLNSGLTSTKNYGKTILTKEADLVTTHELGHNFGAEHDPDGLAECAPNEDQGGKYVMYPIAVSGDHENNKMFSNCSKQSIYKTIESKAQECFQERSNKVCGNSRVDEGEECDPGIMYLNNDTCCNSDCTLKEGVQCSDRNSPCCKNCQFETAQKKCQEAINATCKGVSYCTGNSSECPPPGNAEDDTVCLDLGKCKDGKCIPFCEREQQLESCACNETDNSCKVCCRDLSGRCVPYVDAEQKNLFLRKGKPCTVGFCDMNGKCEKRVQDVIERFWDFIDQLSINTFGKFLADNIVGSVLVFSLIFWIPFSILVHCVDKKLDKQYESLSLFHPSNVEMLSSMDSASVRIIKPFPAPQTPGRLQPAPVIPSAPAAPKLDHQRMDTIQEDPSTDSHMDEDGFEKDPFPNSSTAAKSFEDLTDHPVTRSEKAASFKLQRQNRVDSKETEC
PLC-gamma1 inh – PLC-gamma1 enzyme inhibitors, primary screen, biochemical, fluorescence, purified enzyme. inhibition, % at 12.2 µM. fluorogenic substrate. 0.84% of 370,000 active. AID 720700, 2013. 1-phosphatidylinositol 4,5-bisphosphate phosphodiesterase gamma-1 (Homo sapiens), P19174; in the data active = inhibition above about 9.5%
proKLK7 act – proKLK7 zymogen activators, primary screen, biochemical, fluorescence intensity; purified proKLK7, EDANS-DABCYL substrate fluorescence; 100% is mature enzyme control, 0% vehicle; activation, % at 7 µM; 0.9% of 370,000 active;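 active = activation above the mean of all tested compounds plus 3 SD, computed per campaign excluding outliers beyond control limits, cut at about 13% in these data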
Numbers without * were called inactive; i = inactive. No enrichment for hits; about 4.2% have a hit in one of these screens.

SMILES	TDP2 inh	Tn7 DDE FP	ADAM10 inh	Tn6 DDE FP	LEDGF integ inh	ARFGAP1 inhibitor	ASAP1 inh	ADAM17 inh	PLC-gamma1 inh	proKLK7 act
COc1ccc(C(C(=O)NC2CCCCC2)N(C(=O)c2ccco2)c2ccccc2C(C)=O)cc1OC (stereo not drawn)	3	-3	-11	5	0	3	-4	1	-4	-0.2
CC(C)c1ccc(CCNC(=O)CCNC(=O)c2ccc(Br)cc2)cc1	-4	-5	0	-10	-1	-4	2	-2	2	-0.1
C/C=C/Cn1cccc(C(=O)Nc2ccc(OC)cc2)c1=O	-9	4	8	-3	6	13	-1	-1	-1	-0.4
C=CCOc1ccc(CNn2c(C)n[nH]c2=S)cc1OC	-10	9	0	2	-3	-1	10	-2	-1	1.4
COc1ccc(NS(=O)(=O)c2cccc(C(=O)N/N=C/c3ccccc3OC)c2)cc1	5	-5	-12	-11	-7	10	7	0	1	0.1
CCc1nc2ccc(C(=O)Nc3ccc(NC(C)=O)cc3)cc2nc1CC	3	3	-2	-3	-2	5	1	-3	-2	0.0
CC1(C)CC(=O)C2=C(C1)c1c(ccc3ccccc13)NC2c1ccco1 (stereo not drawn)	-3	1	i	-2	-1	6	4	-407	i	-2.7
O=S(=O)(Nc1ccc(F)cc1)c1ccc(NS(=O)(=O)c2cccs2)cc1	2	-4	-3	-8	2	0	0	0	1	0.2
CCN(CC)c1ccc(C(=O)NNC(=O)CN2C(=O)NC3(CCCCC3)C2=O)cc1	-5	2	0	1	-2	-11	-2	-2	-3	0.4
CCCCN(C)CCN1C(=O)C2C(C(=O)Nc3ccc(Cl)cc3)C3C=CC2(O3)C1C(=O)NC1CCCCC1 (stereo not drawn)	-11	0	3	3	-2	14	5	-3	-1	-0.7
CSc1nc(O)c(Nc2cccc(Cl)c2)c(=O)[nH]1	4	1	1	0	-7	9	-2	-5	3	0.2
Cn1c(SCC(=O)NC2CC2)nnc1C1CC1	-11	-3	-8	-6	-9	2	5	-7	9	-0.2
O=C(O)/C=C/c1ccc2ccccc2n1	8	-1	-2	0	1	3	-3	0	-2	-0.3
CC(C)N1C(=O)c2ccccc2N(Cc2ccccc2)S1(=O)=O	-10	6	6	3	2	5	8	-2	-5	-0.6
COC(=O)/C=C1\Nc2ccc(Cl)cc2C(=O)NC1=O	-4	2	i	1	2	6	4	-257	-168	6.2
COc1ccc(CCn2ccc(O)c(Cc3ccc(Cl)cc3)c2=O)cc1OC	7	5	4	10	-1	-10	1	0	6	0.2
COc1ccc(NC(=O)CN(C)C(=O)c2cccc(S(=O)(=O)Nc3ccc(OC)cc3)c2)cc1	-20	-9	8	2	-1	9	9	3	7	0.8
O=C(COC(=O)c1ccccc1C(=O)N1CCN(c2ccccc2)CC1)Nc1ccccc1	-23	6	9	0	4	-9	4	1	-3	0.4
Cc1ccc(C)c(C(=O)COC(=O)C(C)N2C(=O)C3C4CCC(C4)C3C2=O)c1 (stereo not drawn)	4	5	-2	3	0	6	-3	0	2	0.6
CCSc1nnc(NC(=O)CSc2nccn2-c2cccc(C)c2C)s1	-3	0	15	2	3	3	8	2	-22	0.1
CCCCN(C=O)c1c(CC)nc2ccc(C(=O)N(C)Cc3ccco3)cn12	0	-11	-6	3	2	11	-6	-3	-5	-0.2
Cc1ccc2nc3n(c(=O)c2c1)-c1cc(Cl)ccc1C(=O)NC3Cc1ccc(O)cc1 (stereo not drawn)	-2	2	2	1	4	10	5	-2	-2	0.7
Cc1nn(C)c(C)c1CCC(=O)NC1CC(C)(C)Cc2c1cnn2-c1ccccc1 (stereo not drawn)	-13	-1	-4	-3	1	8	-6	0	-2	-0.4
CCOc1ccc(S(=O)(=O)N2CCN(CC)CC2)cc1NC(=O)c1ccccc1F	-15	-8	9	0	5	-3	-4	4	5	0.6
O=C1/C(=C/c2cccnc2)Cc2ccc(Cl)cc21	-5	2	-2	-5	-3	-1	-9	0	1	0.4
Cc1c(C(=O)N2CCOCC2)cc(C(C)(C)C)n1-c1ccccc1	-11	-5	12	8	1	4	-5	0	3	0.1
COc1ccc(OC)c2[nH]c(=O)c(CCNC(=O)C(C)C)cc12	-11	1	-19	5	8	7	5	-2	-72	-0.1
COc1ccc(C(C(=O)NC(C)(C)C)N(C(=O)CCC(=O)Nc2cc(C)on2)c2ccccc2F)cc1 (stereo not drawn)	3	-10	5	1	2	3	-1	0	2	-0.3
Cc1cc(N2C(=O)C(O)=C(C(=O)c3cccs3)C2c2cccc(O)c2)no1 (stereo not drawn)	-5	7	11	-7	3	-4	-2	4	-4	0.5
Cc1cccc(C)c1NC(=O)C(c1ccncc1)N1CCN(C)CC1 (stereo not drawn)	8	-8	-19	-1	0	14	12	-6	3	0.1
Cc1cccc(Nc2cc(C)nc3ccccc23)c1	6	0	2	4	1	-1	-14	3	0	0.6
COc1cccc(/C=N/NC(=O)CNC(=O)COc2ccccc2)c1O	4	9	-12	0	0	-16	-5	-5	-45	-14
CCSc1ccccc1C(=O)NCc1ccc(OC)cc1	4	2	0	-2	-2	-5	-9	-2	-1	0.9
CC1S/C(=N\N=C\c2cccc([N+](=O)[O-])c2)N(C(C)(C)C)C1=O (stereo not drawn)	-19	-8	-3	-8	-4	8	-2	0	9	-0.2
O=C(COc1ccc([N+](=O)[O-])cc1)NNC(=O)c1cccs1	10	-4	4	8	0	0	-2	0	2	-0.3
CC1(C(=O)Nc2ccc3[nH]ncc3c2)CCN1C(=O)CCc1ccccc1 (stereo not drawn)	3	7	-10	7	-2	-9	-4	-2	1	0.3
O=C1C2CCCN2C(=S)N1Cc1ccccc1 (stereo not drawn)	-2	-1	-9	1	-5	-2	-6	-4	-4	-0.2
O=C(Nc1ccccc1)c1ccc(S(=O)(=O)NCc2cccnc2)cc1	-20	-2	1	6	2	-8	-5	5	10*	-0.4
CN(CC(=O)NCc1ccccc1)Cc1ccc(Cl)cc1	6	3	3	-3	0	4	-10	-5	-1	-0.1
CN(CC(=O)Nc1cccc(F)c1)C(=O)c1ccc(C(=O)c2ccccc2)cc1	2	-4	-5	4	-5	4	6	-1	2	0.2

Structures listed so far marked active in PLC-gamma1 inh:
SMILES	TDP2 inh	Tn7 DDE FP	ADAM10 inh	Tn6 DDE FP	LEDGF integ inh	ARFGAP1 inhibitor	ASAP1 inh	ADAM17 inh	PLC-gamma1 inh	proKLK7 act
O=C(Nc1ccccc1)c1ccc(S(=O)(=O)NCc2cccnc2)cc1	-20	-2	1	6	2	-8	-5	5	10*	-0.4

Following part:
SMILES	TDP2 inh	Tn7 DDE FP	ADAM10 inh	Tn6 DDE FP	LEDGF integ inh	ARFGAP1 inhibitor	ASAP1 inh	ADAM17 inh	PLC-gamma1 inh	proKLK7 act
COC(=O)CNC(=O)c1cc(-c2ccncc2)nc2c(C)c(Cl)ccc12	-5	1	-23	5	2	-17	-11	-9	-2	-0.8
Cc1ccccc1NC(=O)C1CC(=O)N(c2ccc3c4c(cccc24)CC3)C1 (stereo not drawn)	-13	-4	5	-2	-2	-7	2	0	0	0.8
COc1ccc(S(=O)(=O)N2CCCCCC2)cc1NC(=O)c1ccccc1F	1	-7	-14	-7	0	1	8	-3	5	-1.0
CCOC(=O)c1c(NC(=O)COC(=O)CNC(=O)c2ccco2)sc(C)c1C	-2	-1	-8	6	3	-11	-9	-2	1	0.6
S=C(NCc1ccccc1)NC1CCCc2ccccc21 (stereo not drawn)	-6	2	-10	4	-5	-2	-4	3	2	0.6
O=Cc1cccn1-c1cccc([N+](=O)[O-])c1	-7	-1	-3	-1	-2	-10	0	-3	-1	0.3
Cc1ccc(NCCC#N)cc1C	-3	4	6	2	-1	9	7	4	1	0.3

Arranged by molar mass (low to high): part of the list above
SMILES	TDP2 inh	Tn7 DDE FP	ADAM10 inh	Tn6 DDE FP	LEDGF integ inh	ARFGAP1 inhibitor	ASAP1 inh	ADAM17 inh	PLC-gamma1 inh	proKLK7 act
O=Cc1cccn1-c1cccc([N+](=O)[O-])c1	-7	-1	-3	-1	-2	-10	0	-3	-1	0.3
O=C1C2CCCN2C(=S)N1Cc1ccccc1 (stereo not drawn)	-2	-1	-9	1	-5	-2	-6	-4	-4	-0.2
S=C(NCc1ccccc1)NC1CCCc2ccccc21 (stereo not drawn)	-6	2	-10	4	-5	-2	-4	3	2	0.6
CN(CC(=O)NCc1ccccc1)Cc1ccc(Cl)cc1	6	3	3	-3	0	4	-10	-5	-1	-0.1
O=C(COc1ccc([N+](=O)[O-])cc1)NNC(=O)c1cccs1	10	-4	4	8	0	0	-2	0	2	-0.3
CC1(C(=O)Nc2ccc3[nH]ncc3c2)CCN1C(=O)CCc1ccccc1 (stereo not drawn)	3	7	-10	7	-2	-9	-4	-2	1	0.3
O=C(Nc1ccccc1)c1ccc(S(=O)(=O)NCc2cccnc2)cc1	-20	-2	1	6	2	-8	-5	5	10*	-0.4
COC(=O)CNC(=O)c1cc(-c2ccncc2)nc2c(C)c(Cl)ccc12	-5	1	-23	5	2	-17	-11	-9	-2	-0.8
COc1ccc(S(=O)(=O)N2CCCCCC2)cc1NC(=O)c1ccccc1F	1	-7	-14	-7	0	1	8	-3	5	-1.0
CCOC(=O)c1c(NC(=O)COC(=O)CNC(=O)c2ccco2)sc(C)c1C	-2	-1	-8	6	3	-11	-9	-2	1	0.6
